# RSV antiviral HEp-2: inhibition of RSV-induced cytopathic effect – HEp-2 cells, primary 10 µM value included (AID 2391) | 310,000 compounds, 0.13% hits | HEp-2 cells, RSV-induced CPE inhibition; higher % means a stronger effect | CPE inhibition, % at 10 µM; hits with a dose series show IC50 in µM; in the data active means a potency from the dose series; further: strong numbers were not always called active
# MgcRacGAP inhibition: MgcRacGAP GTPase-activating activity inhibitors, confirmation, biochemical, ADP Hunter fluorescence | MgcRacGAP-stimulated Rac1 GTP hydrolysis, ADP Hunter fluorescence; higher % means a stronger effect; GST-tagged Rac1 F28L mutant substrate | one-dose inhibition, % at 30 µM; IC50 in µM for titrated hits | 340,000 compounds, 0.6% hits;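 active means first-screen hits whose inhibition reached a set limit at any dose in the follow-up dose series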;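 further: fluorescence reports GDP produced by GAP-driven GTP hydrolysis; strong numbers were not always called active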
# TNAP activation fold: stimulation of alkaline phosphatase TNAP activity – biochemical, luminescent, no phosphate acceptor, uHTS, primary screen (AID 1001); activation fold at 20 µM, or EC50 in µM where a hit was titrated; 200,000 compounds, 0.03% hits; purified TNAP, luminescent activation assay, no phosphate acceptor; higher activation fold means a stronger effect; in the data active means activation fold from about 3, or a potency from the dose series; inactive means the rest, 99 in 100 with activation fold below about 1.6; further: many of its hits are not listed in these tables
# K1F lysis inhibition: protection from phage-mediated lysis, alamar blue read-out – E. coli UTI89, K1F phage, bacterial capsule biogenesis inhibitors (AID 488966). one-dose inhibition, % at 100 µM; IC50 in µM for titrated hits. 340,000 compounds, 0.02% hits. E. coli UTI89 K1F phage lysis, alamar blue, 2 h; higher % means a stronger effect;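 active means phage lysis inhibition, versus mean bacterial control, above a set limit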;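 further: capsule biogenesis inhibitors block K1F phage lysis so surviving cells raise fluorescence; higher fluorescence means more inhibition of phage lysis; actives were called in the ten point dose series up to 300 µM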
# Large T inhibition: TAg ATPase/helicase activity blockers – biochemical (AID 1903) | 310,000 compounds, 0.39% hits | SV40 large T antigen ATPase/helicase inhibition assay; higher % means a stronger effect | one-dose inhibition, % at 20 µM; IC50 in µM for titrated hits; in the data active means a potency from the dose series; further: strong numbers were not always called active
# Myeloid diff MLP: promotes myeloid progenitor differentiation; calls only at 10 µM; ER-HoxA9 myeloid progenitors, lysozyme-GFP differentiation, flow cytometry; 360,000 compounds, 1% hits;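 active means normalized GFP-positive differentiation at or above the plate's own cutoff, the solvent-only control mean plus 3 SD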;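 further: cells exposed to compound for four days before flow analysis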
# NTR1 ag: NTR1-driven beta-arrestin-GFP spot formation – imaging, U2OS cells, high content, primary screen (AID 493036); P30989; agonist mode; activation, % at 20 µM; 330,000 compounds, 0.17% hits;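 active means activation at or above 40% of the spot to cytoplasm intensity ratio, with at least 20 cells analyzed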;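 further: 0% = DMSO without peptide and 100% = 100 nM NTR1 peptide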
# Target sequence (P30989 whole entry, looked up): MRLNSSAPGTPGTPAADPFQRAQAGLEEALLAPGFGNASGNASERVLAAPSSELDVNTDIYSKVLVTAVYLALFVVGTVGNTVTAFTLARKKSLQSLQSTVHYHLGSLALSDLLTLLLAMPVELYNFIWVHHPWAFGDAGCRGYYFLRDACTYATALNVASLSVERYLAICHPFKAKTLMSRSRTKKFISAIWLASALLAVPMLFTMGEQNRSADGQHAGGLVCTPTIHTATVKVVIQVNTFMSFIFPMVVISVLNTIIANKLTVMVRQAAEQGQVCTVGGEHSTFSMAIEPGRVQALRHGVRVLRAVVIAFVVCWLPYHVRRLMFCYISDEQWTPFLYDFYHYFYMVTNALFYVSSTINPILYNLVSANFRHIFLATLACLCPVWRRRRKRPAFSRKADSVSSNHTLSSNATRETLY
# PhoP inhibition: PhoP-dependent GFP reporter repression – Salmonella Typhimurium, primary screen (AID 1863). S. Typhimurium PhoP-regulated promoter GFP reporter, 4 h; higher % means a stronger effect. inhibition, % at 50 µM, or IC50 in µM where a hit was titrated. 300,000 compounds, 0.16% hits;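 active means inhibition over 29.93%, a cutoff 3 SD above the screen mean, later confirmed by dose response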;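 further: 0% = low Mg2+ inducing control and 100% = high Mg2+ repressing control; strong numbers were not always called active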
# T cell HTS: modulates CD8 T cell binding to vesicles. 2C CD8+ T cell-vesicle binding, flow cytometry; hits give low values. calls only at 7 µM. 330,000 compounds, 0.068% hits. AID 2052;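 active means response, share of CD8 T cells binding vesicles, and their 90th percentile fluorescence all below set limits, cut at about 80% in these data, passing the limit was not always enough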
#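 Also added: QL9-peptide-loaded Drosophila micro-vesicles bearing Ld, ICAM-1 and B7-1; Test system: purified 2C TCR transgenic mouse naive CD8+ T cells; Measured by: cytometric PE anti-B7-1 and Alexa647 anti-CD8 signals after 1% paraformaldehyde fixation; Timing: binding step 1.5 h, 37 °C, antibody labelling 20 min, ice.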
# T cell HTS vesicle-bound %: further read-out of T cell HTS, marked with its call; double positive events, %; measured here: CD8+ vesicle-bound cell fraction;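 binding gate set so that unloaded-vesicle control wells show 10% double positive cells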
# NTR1 ag cell count 20 µM: recorded beside NTR1 ag, whose call it bears; cell count; measured here: cell count, cytotoxicity flag
# Myeloid diff MLP GFP+ MAC1+ %: second read-out of Myeloid diff MLP, no call of its own (marks repeat the call); GFP+ MAC1+ double positive, %; measured here: differentiation confirmed by MAC1 staining
# Numbers without * were called inactive; i = inactive; x = not tested or not shown; [ ] = dose if it differs, or a comment. No enrichment for hits (roughly 2.3% active in at least one column).
SMILES,RSV antiviral HEp-2,MgcRacGAP inhibition,TNAP activation fold,K1F lysis inhibition,Large T inhibition,Myeloid diff MLP,Myeloid diff MLP GFP+ MAC1+ %,NTR1 ag,NTR1 ag cell count 20 µM,PhoP inhibition,T cell HTS,T cell HTS vesicle-bound %
COc1ccc(NC(=O)/C=C/c2cccc(C(F)(F)F)c2)cn1,2.9%,0%,x,0.1%,4%,i,0.3,2.2,40,2%,i,29
CC(=O)Nc1ccccc1P(=O)(c1ccccc1)c1ccccc1OC(C)=O (centres undefined),2.8%,6%,x,0.9%,2%,i,0.8,-0.8,73,-14%,i,28
OCC1(CCCc2ccccc2)CCN(C2CCC2)CC1,-0.4%,3%,x,-0.1%,4%,i,0.7,-0.2,79,-4%,i,56
COCc1ccc(C(=O)NC2CC(C)(C)Cc3c2cnn3-c2ccc(OC)cc2)o1 (centres undefined),0.8%,0%,x,0.2%,1%,i,0.8,0.6,51,10%,i,33
N#Cc1ccc(NCC(=O)Nc2ccc(S(=O)(=O)N3CCCCC3)cc2)cc1,5.0%,6%,x,-0.6%,x,i,0.6,0.8,56,x,i,15
O=C1CCN(Cc2ccccc2)S(=O)(=O)c2c(F)cc(F)cc21,-0.8%,4%,x,0.1%,x,i,1.5,0.4,50,x,i,14
O=S(=O)(Nc1cccc(CCc2ccccn2)c1)c1ccc2ccccc2c1,x,3%,1,-0.8%,-3%,i,0.8,x,x,13%,x,x
CC1=C(C(=O)Nc2ccccc2)C(c2ccc(Cl)cc2)n2c(s/c(=C/c3cccc(OCC(=O)O)c3)c2=O)=N1 (centres undefined),-2.1%,12%,1,-2.1%,11%,i,0.7,-1.0,32,0%,i,66
COCCNS(=O)(=O)c1ccc(C2CNC(=O)C2)cc1 (centres undefined),0.7%,3%,1.2,-2.3%,12%,i,1.7,1.8,46,-5%,i,26
CCN(CC)S(=O)(=O)c1ccc(N2CCOCC2)c(NC(=O)C2CCCC2)c1,1.7%,9%,1,4.3%,13%,i,0.6,-2.2,45,12%,i,35
COc1ccc(N(CC(=O)NCCSCc2ccccc2C)S(=O)(=O)c2ccccc2)cc1,2.8%,8%,x,0.1%,19%,i,0.8,6.3,44,8%,i,17
O=C(c1cccn2c(=O)c3ccccc3nc12)N1CCN(c2ccccn2)CC1,0.7%,6%,1,11%,5%,i,0.8,1.3,91,8%,i,17
Cc1nc(NC(=S)NC(=O)COc2ccc(Cl)cc2)ccc1Br,-1.1%,7%,1.6,1.4%[50 µM],-12%,i,0.7,0.1,78,19%,i,0
CC(=O)N1CCOc2ccc(S(=O)(=O)NCc3ccc(F)cc3)cc21,2.5%,11%,x,0.3%,7%,i,1.2,-0.2,67,-1%,i,11
Cc1ccc(-c2cc(C(=O)N3CC(C)CC(C)C3)c3ccccc3n2)o1 (centres undefined),2.1%,4%,x,0.1%,20%,i,0.7,0.6,54,-4%,i,16
C=CCn1c(-c2ccccc2)nc(=S)c2c1CCCC2,-1.6%,7%,x,-0.5%,11%,i,1.1,0.2,43,-6%,i,37
CCOC(=O)CCCn1ccc2cc(S(=O)(=O)N3CCCC3)ccc21,0.7%,8%,x,0.0%,11%,i,0.3,0.1,41,-2%,i,36
CC(=O)N1CC(C(=O)Nc2ccc3c(c2)OCO3)Oc2ccccc21 (centres undefined),x,9%,x,-0.3%,x,i,1.4,0.2,59,x,i,34
CCc1ccccc1NC(=O)c1ccc(NS(C)(=O)=O)cc1,-1.1%,x,1.1,x,9%,i,0.1,-0.9,33,-1%,i,46
CC(C)OP(=O)(OC(C)C)C1(NS(=O)(=O)c2ccc(Cl)cc2)C=C(Cl)C(=O)C(Cl)=C1,7.7%,9%,x,-0.1%,-1%,i,2.3,0.9,49,8%,i,9
O=C1CC/C=C\C[C@@H](CC(=O)N(CCO)Cc2ccccc2)C(=O)NCCO1,x,0%,x,0.8%,x,i,1.4,-0.9,61,x,i,22
CCc1ccc2nc(N3CCN(C)CC3)c(C#N)cc2c1,-0.7%,8%,1.1,0.3%,-2%,i,0.5,-2.0,99,13%,i,23
Cc1cc(C(=O)N/N=C/c2cccc(Cl)c2Cl)no1,2.1%,2%,1,2.5%,-2%,i,0.5,-2.0,76,-8%,i,38
O=C(Cn1cnc2ccccc21)NC(c1ccccc1)c1ccccc1,0.6%,8%,1.1,3.2%,-3%,i,5.6,-1.1,49,0%,i,30
CC(=O)N1N=C(c2ccc(Cl)cc2)OC1c1ccc(C(C)C)cc1 (centres undefined),2.1%,-2%,1,1.0%,10%,i,2.8,3.4,87,-2%,i,64
CC(C)(C)OC(=O)N1CCC(Cc2cc(-c3cccc(Br)c3)no2)(C(=O)O)CC1,1.8%,5%,x,0.0%,10%,i,0.6,0.5,89,5%,i,21
COc1ccccc1CNC(=O)CCC(=O)Nc1nnc(C(C)C)s1,-1.2%,16%,1,0.0%,3%,i,0.9,-0.3,51,-1%,i,20
CCOC(=O)N1CCC(NC(=O)c2ccc3c(Cl)c4c(nc3c2)CCCC4)CC1,6.8%,6%,1.1,-0.7%,0%,i,0.7,5.6,41,0%,i,14
Cc1ccc(-n2nnnc2SCC(=O)c2c(N)n(C3CC3)c(=O)[nH]c2=O)cc1C,-0.3%,3%,x,0.7%[50 µM],x,i,1.1,6.6,65,x,i,34
COc1cc(OC)c(OC)cc1CCC(C)NC(=O)Cc1ccccc1 (centres undefined),-0.4%,x,x,0.2%,1%,i,0.9,-0.8,86,5%,i,16
COc1ccc(NCC(=O)N/N=C/C(C)c2ccccc2)cc1 (centres undefined),-0.9%,6%,0.9,-0.2%,33%,i,0.6,-0.8,67,-6%,i,56
CC(C)OC(=O)CSc1n[nH]c(-c2cccnc2)n1,0.3%,3%,1,0.9%,6%,i,0.9,-1.6,98,0%,i,30
CC(C)(C)c1ccc(C(CC(=O)O)NC(=O)CCCc2ccccc2)cc1 (centres undefined),2.0%,3%,1,0.0%,8%,i,0.1,-0.5,39,-7%,i,35
COc1ccccc1CN1CCNC(=O)C1CC(=O)NC1Cc2ccccc2C1 (centres undefined),1.1%,5%,1.1,-0.1%,5%,i,1.6,0.1,80,3%,i,58
Cc1cccc(CSc2nnc(NC(=O)c3ccco3)s2)c1,2.9%,5%,1.1,3.3%,28%,i,0.4,1.0,52,-14%,i,53
O=C(Cn1cc(C(F)(F)F)ccc1=O)NC(c1ccccc1)c1ccccc1,2.2%,4%,1,0.1%,12%,i,0.7,1.3,59,-4%,i,15
Cc1ccc(S(=O)(=O)CC(=O)Nc2nc3ccc(S(N)(=O)=O)cc3s2)cc1,2.5%,10%,x,0.2%,9%,i,3.6,2.8,60,-1%,i,44
Cc1cccc(NC(=O)CN2C(=O)N/C(=C/c3ccc(-c4cccc(C(=O)O)c4C)o3)C2=O)c1,0.1%,4%,1,-3.8%,14%,i,0.1,-0.1,61,-3%,i,35
Cc1cc(CN2CCN(CCC#N)CC2)c(O)c(C2(C)CCCCC2)c1,3.6%,10%,1,1.6%,3%,i,0.3,2.5,47,-6%,i,32
Cc1ccc2nnn(Cc3cccc(C(C)(C)C)c3O)c2c1,2.7%,9%,x,0.3%,2%,i,0.5,3.3,44,-1%,i,9
Cc1csc(NC(=O)CCCSc2nc3ccccc3s2)n1,2.3%,2%,1.1,-0.5%,2%,i,1.1,3.9,63,6%,i,18
COc1ccccc1N1CCN(S(=O)(=O)CCNC(=O)C2CC2)CC1,-0.4%,4%,x,1.2%[50 µM],16%,i,1.1,-1.0,48,1%,i,43
Cc1ccc(N2C(=O)NC(C(F)(F)F)(C(F)(F)F)C3=C2CC(C)(C)CC3=O)cc1,0.4%,5%,1,0.1%,7%,i,0.5,1.1,75,-8%,i,53
CCNC(=S)N(Cc1c(C)noc1C)c1ccccc1,0.7%,1%,1.1,1.9%,5%,i,1.2,-1.3,56,-5%,i,42
O=C1CCC(C(=O)OC(C(=O)c2c[nH]c3ccccc23)c2ccccc2)=NN1 (centres undefined),0.1%,5%,1.1,0.4%,5%,i,0.5,-2.4,90,15%,i,33
CC(=O)NC1CC2CCCC(C1)N2C(=O)Nc1ccc(Cl)c(C(F)(F)F)c1 (centres undefined),2.7%,4%,1.1,-0.7%,3%,i,1.0,-1.1,88,-7%,i,42
COCCCNC(=O)c1ccc(CN2CCc3ccccc3C2)cc1,-0.9%,2%,1.1,0.1%,26%,i,0.4,0.1,48,-10%,i,34
Cn1cc(CN2CCCCC2c2ccccn2)c(-c2ccc3c(c2)OCCO3)n1 (centres undefined),1.6%,0%,1.1,0.2%,2%,i,0.2,1.1,81,-2%,i,63

# A draw from above in order of SMILES length, ascending.
SMILES,RSV antiviral HEp-2,MgcRacGAP inhibition,TNAP activation fold,K1F lysis inhibition,Large T inhibition,Myeloid diff MLP,Myeloid diff MLP GFP+ MAC1+ %,NTR1 ag,NTR1 ag cell count 20 µM,PhoP inhibition,T cell HTS,T cell HTS vesicle-bound %
COCCCNC(=O)c1ccc(CN2CCc3ccccc3C2)cc1,-0.9%,2%,1.1,0.1%,26%,i,0.4,0.1,48,-10%,i,34
COc1ccccc1N1CCN(S(=O)(=O)CCNC(=O)C2CC2)CC1,-0.4%,4%,x,1.2%[50 µM],16%,i,1.1,-1.0,48,1%,i,43
Cc1cc(CN2CCN(CCC#N)CC2)c(O)c(C2(C)CCCCC2)c1,3.6%,10%,1,1.6%,3%,i,0.3,2.5,47,-6%,i,32

# Going on with the list.
SMILES,RSV antiviral HEp-2,MgcRacGAP inhibition,TNAP activation fold,K1F lysis inhibition,Large T inhibition,Myeloid diff MLP,Myeloid diff MLP GFP+ MAC1+ %,NTR1 ag,NTR1 ag cell count 20 µM,PhoP inhibition,T cell HTS,T cell HTS vesicle-bound %
CCOc1ccc(C(=O)NC(=S)Nc2ccccc2N2CCCCC2)cc1[N+](=O)[O-],18%,-2%,1.2,3.3%,14%,i,0.4,1.3,66,-18%,i,35
CSc1ccc(NC(=O)NCc2cccnc2)cc1,-0.1%,x,x,0.4%,12%,i,1.0,-0.1,58,6%,i,35
O=C(Nc1ccccn1)c1ccc(CN(c2ccccc2)S(=O)(=O)c2ccccc2)cc1,-1.1%,10%,1.1,1.4%,3%,i,0.2,0.2,72,1%,i,38
CCOCCCn1c(SC(C(=O)Nc2cc(C)ccc2C)c2ccccc2)nnc1-c1ccc(Cl)cc1 (centres undefined),4.1%,0%,1.1,1.0%[50 µM],2%,i,0.3,0.9,71,1%,i,30

# Screening data: PubChem BioAssay, several laboratories
